Screens as filed in PubChem.
FUS suppressor: suppressors of FUS proteinopathy in yeast; S. cerevisiae FUS-expressing, growth rescue, OD600, 24 h; Potency, µM (titrated, usually from 76.6 µM), without a hit: top-dose growth rescue (activation), actives largely listed as activators; 390,000 compounds, 0.24% hits; AID 1347120;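 note: potency is the fitted concentration of half-maximal effect; plate controls were DMSO vehicle for no effect and reference control for full effect; nearly all actives have a fitted effect of over 55% in size; some results filed as inactive show a strong effect at the top dose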
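FUS-expressing yeast, raffinose-pregrown, induced in 2% galactose minimal medium at OD 0.005; compounds in a dilution series, 24hr at 30C. Growth restoration read as absorbance at 600 nm. CP55940 positive control, DMSO negative.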
PTHR1 agonist: PTHR1 (human) receptor agonism; Potency, µM (series often up to 115 µM), for inactives: at the highest dose activation, usual class: activators; HEK293 GP2 PTHR1 cells, GloSensor cAMP luminescence, 1 h; Q03431; 410,000 compounds, 0.075% hits; AID 743266; note: potency is the fitted concentration of half-maximal effect; nearly all actives have a fitted effect of over 55% in size; some results filed as inactive show a strong effect at the top dose; inactives centre near -15; many of its hits are not listed in these tables
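HEK-293-derived GP2 cells expressing PTHR1 and a GloSensor cAMP reporter, 3,000/well, plated overnight, given luciferin plus IBMX (each 0.5 mM as added) for 1 h at 37 °C, then compound for 1 h at 37 °C. Luminescence was read after 15 min at room temperature.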
TDP-43 yeast inh: TDP-43 toxicity inhibition in yeast | TDP-43 expressing yeast growth rescue, BacTiter-Glo, 24 h | Potency, µM (titrated, usually from 46.1 µM), for the others: at the top dose growth rescue (activation), usual class: activators | 410,000 compounds, 1.8% hits; note: potency is the fitted concentration of half-maximal effect; % of control where 0% means no effect; nearly all actives have a fitted effect of over 50% in size
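Growth rescue of TDP-43-toxic yeast measured as ATP luminescence (BacTiter-Glo). Cells grown to mid-log in raffinose, induced in galactose at OD600=0.02, exposed to compound 24 hr at 30 deg C.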
DRD3 antagonist: D3 dopamine receptor (human) antagonism. P35462. D3R cells, DiscoveRx beta-arrestin luminescence, antagonist mode; hits give low values. max response, negative = inhibition, %. 360,000 compounds, 2.5% hits. AID 652054; in the data active = max response below about -50%; inconclusive = no clear call, values can overlap the other calls; note: % is set by controls: 0 for no effect and ±100 for the full control effect; mostly tested at two doses, the higher about 12 µM
Target sequence (P35462 whole entry, looked up): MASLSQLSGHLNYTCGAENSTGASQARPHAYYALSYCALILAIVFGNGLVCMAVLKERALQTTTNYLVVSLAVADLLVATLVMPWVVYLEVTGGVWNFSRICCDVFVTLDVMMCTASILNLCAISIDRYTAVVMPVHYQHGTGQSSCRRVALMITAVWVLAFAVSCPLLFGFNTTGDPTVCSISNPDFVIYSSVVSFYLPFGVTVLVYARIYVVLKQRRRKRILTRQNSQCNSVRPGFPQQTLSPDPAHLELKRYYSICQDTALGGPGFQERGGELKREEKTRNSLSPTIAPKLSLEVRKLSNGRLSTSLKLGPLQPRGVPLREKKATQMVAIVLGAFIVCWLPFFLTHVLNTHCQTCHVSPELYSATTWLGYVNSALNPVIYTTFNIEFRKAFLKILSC
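Cells plated overnight at 1500 cells/well, then exposed to library compounds with dopamine controls for 90 minutes at 37 degrees C. DiscoveRx reagent added for 30–60 minutes at room temperature; luminescence read, quantitative HTS format.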
GLP1R inv ag: GLP-1 receptor (human) inverse agonism | Potency, µM (doses to about 38.3 µM), for the others: at the top dose activity change, negative = inhibition, actives largely listed as inhibitors | AID 624417 | P43220 | HEK293 GLP-1R CRE-luciferase, luminescence, 24 h; GLP-1R form is constitutively active | 410,000 compounds, 1.6% hits; note: potency is the fitted concentration of half-maximal effect; % is set by controls: 0 for no effect and ±100 for the full control effect; nearly all actives have a fitted effect of over 55% in size
Target sequence (P43220 whole entry, looked up): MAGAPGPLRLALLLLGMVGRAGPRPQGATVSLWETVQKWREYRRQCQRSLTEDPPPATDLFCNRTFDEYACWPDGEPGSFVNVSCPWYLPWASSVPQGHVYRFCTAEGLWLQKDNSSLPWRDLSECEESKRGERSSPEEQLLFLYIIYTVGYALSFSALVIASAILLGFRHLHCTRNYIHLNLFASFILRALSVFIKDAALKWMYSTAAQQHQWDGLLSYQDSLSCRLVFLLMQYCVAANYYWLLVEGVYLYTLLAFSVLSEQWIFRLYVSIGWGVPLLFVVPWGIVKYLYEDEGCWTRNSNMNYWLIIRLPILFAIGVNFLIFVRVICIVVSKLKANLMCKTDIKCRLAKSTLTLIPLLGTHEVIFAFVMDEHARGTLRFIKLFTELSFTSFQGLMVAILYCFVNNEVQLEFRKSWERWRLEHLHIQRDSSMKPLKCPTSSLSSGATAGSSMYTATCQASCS
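Using stably transfected HEK293 (constitutively active GLP-1R, cAMP-luciferase reporter), compounds were incubated 24 hr and luciferase measured by luminescence.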
Abeta yeast res: A-beta toxicity reversal in yeast; 410,000 compounds, 0.063% hits; yeast expressing A-beta42, growth rescue, OD600, 48 h; response scale: 0% DMSO, 100% iron-clioquinol control; Potency, µM (highest dose often 46.1 µM), inactives show at the highest dose growth rescue, actives largely listed as activators; AID 1347071; note: potency is the fitted concentration of half-maximal effect; nearly all actives have a fitted effect of over 55% in size
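Yeast growth medium received pinned compounds, then yeast cells expressing toxic A-beta were added; plates incubated at 30 C for 48 hr. Growth read as absorbance at 600 nm, normalized to DMSO and equimolar FeCl3 plus clioquinol controls.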
aSyn yeast inh: rescues yeast growth from alpha-synuclein toxicity | Yeast expressing alpha-synuclein, growth rescue, BacTiter-Glo, 24 h | Potency, µM (series often up to 46.1 µM), without a hit: top-dose growth rescue (activation), actives largely listed as activators | 370,000 compounds, 0.14% hits | AID 652106; note: potency is the fitted concentration of half-maximal effect; % of control where 0% means no effect; nearly all actives have a fitted effect of over 65% in size
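Screening used galactose-induced yeast with toxic alpha-synuclein levels, exposed to compound for 24 hr at 30 deg C. Cell growth, read with BacTiter-Glo luminescence, gave the measured signal.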
pAkt inh: inhibitors of Akt phosphorylation. Neuro2A IGF-stimulated pAkt S473 HTRF, 20 min; hits give low values. activity change, % for hits at 50 µM. 360,000 compounds, 0.32% hits; in the data active = activity change below about -80%; inconclusive = mostly about -51% to -80%; note: % is set by controls: 0 for no effect and ±100 for the full control effect
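Single-point screen (50 µM final compound) in Neuro2A cells stimulated 20 min with 6 nM IGF at 37 deg C. After lysis, Ser473-phosphorylated Akt read by HTRF (ex 330 nm, em 615/665 nm) as the 665/615 ratio.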
GLP-1R agonist: GLP-1 receptor (human) agonism. P43220. HEK293 GLP-1R CRE-luciferase, luminescence, 4-6 h; cells express a hypersensitive GLP-1R form. Potency, µM (titrated, usually from 45.6 µM), for the others: at the highest dose activation, usual class: activators. AID 624172. 380,000 compounds, 0.007% hits; note: potency is the fitted concentration of half-maximal effect; % of control where 0% means no effect
Starred values were filed as active, the others as inactive; i = inactive; u = inconclusive; x = no result given; & = joins results of further samples; [ ] = another dose, or the depositor's remark. Unless noted, calls come from the whole dose curve; as a rule, active = well fitted curve in the direction sought with a large enough effect; inconclusive = small, poorly fitted or top-dose-only effect, or another doubt; inactive = no such curve, though single readings can be large; an effect the other way counts as inactive or inconclusive. Not all compounds are listed (hit frequency here may not be typical).

# | Molecule | FUS suppressor | PTHR1 agonist | TDP-43 yeast inh | DRD3 antagonist | GLP1R inv ag | Abeta yeast res | aSyn yeast inh | pAkt inh | GLP-1R agonist
1 | C/C(=N\NC(=O)c1ccc2c(c1)OCO2)c1ccc(C(=O)O)s1 | -9% | -17% | -4% | -4 | -19% | -5% | -5% | i | -4%
2 | COc1ccc(-c2c(C)c3ccc(O)c(CN4CCN(CCO)CC4)c3oc2=O)cc1OC | 17% | i | 0%[9.22 µM] | x | -10% | 0% | x | x | x
3 | CCN1C(=O)[C@@H]2[C@@H](c3ccc(-c4ccc(Cl)c(Cl)c4)cc3)N3CCC[C@@]3(C(=O)OC)[C@@H]2C1=O | 20µM* | -3% | 14% | 7 | u | -16% | 2% | i | -4%
4 | O=C(CN1C(=O)S/C(=C\c2ccc(F)cc2)C1=O)NC1C=CS(=O)(=O)C1 (configuration not stated) | 7% | -11% | 11% | 14 | 34%[activator] | 17% | 2% | i | -1%
5 | O=C(NNC(=S)Nc1ccccc1)c1cccnc1 | -8% | i | 14% | 2 | 8% | 7% | -3% | i | -2%
6 | CC(C)(C)NC(=O)C(c1cccs1)N(CC1CCCO1)C(=O)Cn1nnc(-c2cccs2)n1 (configuration not stated) | 30% | i | -19% | -17 | -4% | -32%[inhibitor] | 4% | x | -8%
7 | CCCCn1nnnc1C1(C)CCC(=O)N1CC1CCCCC1 (configuration not stated) | -5% | i | 23% | 11 | 6% | -4% | -11% | i | 9%
8 | CC(C)OC(=O)CC1C(=O)NCCN1C(=O)COc1ccc(C(C)(C)C)cc1 (configuration not stated) | 37% | -6% | -11% | 6 | -26% | -5% | 0% | i | 18%
9 | CCN(CC)C(=O)CSc1nc2ccc(NC(=O)CSc3nccn3C)cc2s1 | 43% | -27% | -7% | 10 | 5% | 6% | 2% | i | 2%
10 | Cc1ccc(NCC(=O)N=Nc2c(O)n(C)c3ccccc23)cc1 | 18% | i | -6%[0.397 µM] | -15 | 93%[activator] | 11% | -4% | i | 14%
11 | Cc1ccc(-n2nc3c(N4CCC(C(=O)N5CCCCCC5)CC4)nnc(C)c3c2C)cc1 | -1% | i | -19% | -27 | u | -12% | -3% | x | -7%
12 | N#Cc1cnn(Cc2ccc(Cl)cc2)c1N | 18% | i | -36%[inhibitor] | -13 | 0% | 6% | -16% | x | 2%
13 | Cc1ccc(C(=O)NCC(c2cccs2)S(=O)(=O)c2cccs2)cc1C (configuration not stated) | u | -21% | 4% | x | u | -4% | x | x | x
14 | CCOC(=O)c1sc2nc(C)nc(SCC(=O)NC(C)CCc3ccccc3)c2c1C (configuration not stated) | 2% | 13% | 16% | -3 | 18% | -7% | -6% | i | 7%
15 | CC(C)(C)CC(=O)Nc1ccc(S(=O)(=O)N2CCCC2)cc1 | 14% | -1% | -17%[0.397 µM] | u | u | 9% | 4% | i | 12%
16 | Cc1nn(-c2ccc3nnc(C)n3n2)c(C)c1CCC(=O)Nc1ccc(OC(F)(F)F)cc1 | 1% | -20% | 19% | x | 8% | 10% | x | x | x
17 | Cn1ccc2c(OCC(=O)Nc3ccc([N+](=O)[O-])cc3)cccc2c1=O | -7% | -78%[inhibitor] | 18% | x | 6% | -26% | 1% | x | x
18 | COc1ccccc1N1CCN(CCc2n[nH]c(=S)n2-c2ccccc2)CC1 | 4% | -12% | -22% | -80* | 0% | 3% | -6% | u | 18%
19 | O=C(Nc1ccc2c(c1)CCCN2C(=O)c1cccs1)c1ccccc1Cl | u | i | 24%[9.22 µM] | x | u | 8% | x | x | x
20 | O=C(CSc1nnc(Cc2cc(=O)[nH]c(=O)[nH]2)n1-c1ccc(F)cc1)N1CCCCC1 | -18% | -13% | 17% | 19 | 1% | 1% | -1% | i | -4%
21 | COC(=O)c1cc(S(=O)(=O)NCC2CCN(Cc3cccc(F)c3)CC2)cn1C | -3%&-5% | u | -5%&-4% | u | -15%&-27% | 9%&-9% | -7% | i | 0%
22 | CC(C(=O)Nc1ccc2c(c1)OCCO2)N(C)CC(=O)Nc1ccccc1Br (configuration not stated) | 6% | -3% | 4% | 1 | u | -6% | 6% | i | -6%
23 | Cc1cccc(OCC(=O)NNS(=O)(=O)c2ccccc2F)c1 | 16% | -6% | -5% | 3 | -30% | 3% | -1% | i | 2%
24 | N#Cc1nc(COc2ccccc2Cl)oc1NCc1cccnc1 | 36% | -5%[57.5 µM] | 0% | 15 | 7% | 16% | 3% | i | -6%
25 | COC(=O)c1ccccc1NC(=O)COC(=O)c1ccc(C)c(NC(=O)c2ccco2)c1 | 35% | -9%[57.5 µM] | u | 57 | 0% | 11% | 0% | i | 15%
26 | Cc1ccc(CCNC(=O)CCSCc2ccccc2Cl)cc1 | 19% | -23% | u | x | u | 30% | x | x | x
27 | COc1ccc(CCNc2cc(C)nc3c(-c4ccc(Cl)cc4)c(C)nn23)cc1OC | x | -83%[inhibitor] | 20µM* | 29 | -2% | -45%[inhibitor] | 1% | i | 11%
28 | COc1ccc(Cl)cc1Nc1nc2ccc(C(=O)c3ccccc3)cc2n2cnnc12 | 18% | i | 19% | x | 9% | -7% | x | x | x
29 | N#CC1=C(N)N2C(=C(C#N)C13CCCCC3)SC1CCCCC12O (configuration not stated) | 0% | i | 20% | 57 | u | -6% | -10% | i | 1%
30 | COc1ccc(NS(=O)(=O)c2ccc(Oc3ncccn3)cc2)cc1 | 12% | -34%[inhibitor][57.5 µM] | -2% | 2 | -10% | 1% | 1% | i | 10%
31 | CCOC(=O)c1sc2nc(C)nc(Nc3ccccc3)c2c1C | 16% | -5% | -14% | 2 | 10% | -2% | 2% | i | 4%
32 | Fc1ccc(Oc2nccc(-c3ccc(Cl)cc3)n2)cc1 | 37% | -5% | -10% | -9 | -11% | 7% | -4% | i | 2%
33 | CCOC(=O)C1=C(C)NC(=O)NC1c1ccc(Br)o1 (configuration not stated) | 16% | i | 3% | 17 | -6% | -13% | 1% | i | 1%
34 | CC(=O)Nc1ccc(S(=O)(=O)NC(C(=O)O)C(C)O)cc1 (configuration not stated) | 23% | i | 4% | -8 | 24% | -23% | -2% | i | 1%
35 | CCOC(=O)C1=C(C)NC(=O)NC1c1ccc(NC(C)=O)cc1 (configuration not stated) | 20% | i | -20% | -12 | u | -10% | -2% | i | 0%
36 | CCCN(C#N)c1nc(NCC)nc(NC(C)C)n1 | -9% | i | 12% | -12 | u | 8% | 0% | i | 11%
37 | CCOC(=O)N1CCN(C(=O)C2CCN(S(=O)(=O)c3ccc(OCC)cc3)CC2)CC1 | 15% | -38%[inhibitor] | -10% | -9 | 3% | -9% | 2% | i | -3%
38 | CCOC(=O)c1nnn2c1nc(N1CCOCC1)c1ccccc12 | 18% | -25% | 2% | 15 | 14% | -6% | -1% | i | 10%
39 | Clc1ccccc1NN(Cc1ccccn1)c1ccccc1Cl | -6% | -10% | 23% | -21 | u | -1% | 16% | i | -5%
40 | COc1ccc(C(=O)NCCC2=CCCCC2)cc1OC1CCN(C(C)C)CC1 | -6% | -15% | -7% | -21 | u | -2% | -4% | i | 11%
41 | COc1cc(NC(=O)c2ccccn2)cc(OC)c1OC | -7% | i | -3% | -3 | 13% | -22% | -6% | i | 3%
42 | COC(=O)c1cc(NC(=O)c2sc3ccccc3c2Cl)cc(C(=O)OC)c1 | -2% | -7% | 12% | x | 19% | -14% | x | x | x
43 | N[C@H](CSCc1ccccc1)C(=O)Nc1ccc([N+](=O)[O-])cc1 | 20% | i | -21% | -30 | -26% | -3% | -2% | i | 13%
44 | CC(C)c1cccc(C(C)C)c1NC(=O)COC(=O)C1=COCCO1 | 4% | i | -10% | -15 | 1% | -14% | -2% | i | 3%
45 | O=S(=O)(NCC(c1ccc2c(c1)OCO2)N1CCOCC1)c1ccc(Br)cc1 (configuration not stated) | 1% | 18% | -11% | 24 | u | 11% | 1% | i | 9%
46 | C=CCOc1ccc(/C=C2\N=C(C)OC2=O)cc1OC | -11% | i | -1% | -1 | 12% | -5% | 13% | i | -4%
47 | CCc1nc(SCC(=O)NCc2ccccc2)c2c(=O)n(C)c(=O)n(C)c2n1 | -21% | -5% | 10% | -3 | -7% | -4% | -6% | i | -1%
48 | C#CCNc1nc(C(C)C)nc2c1nnn2Cc1ccccc1F | -6% | i | 5% | 39 | u | 1% | 3% | i | u
49 | CCOC(=O)C1CCN(c2nc3ccccc3nc2Cl)CC1 | -31% | -6% | 43% | x | 2% | -2% | x | x | 1%

Pulled one by one from the list above (2):
# | Molecule | FUS suppressor | PTHR1 agonist | TDP-43 yeast inh | DRD3 antagonist | GLP1R inv ag | Abeta yeast res | aSyn yeast inh | pAkt inh | GLP-1R agonist
38 | CCOC(=O)c1nnn2c1nc(N1CCOCC1)c1ccccc12 | 18% | -25% | 2% | 15 | 14% | -6% | -1% | i | 10%
42 | COC(=O)c1cc(NC(=O)c2sc3ccccc3c2Cl)cc(C(=O)OC)c1 | -2% | -7% | 12% | x | 19% | -14% | x | x | x

Gathered by group, those above containing a cyano group
# | Molecule | FUS suppressor | PTHR1 agonist | TDP-43 yeast inh | DRD3 antagonist | GLP1R inv ag | Abeta yeast res | aSyn yeast inh | pAkt inh | GLP-1R agonist
12 | N#Cc1cnn(Cc2ccc(Cl)cc2)c1N | 18% | i | -36%[inhibitor] | -13 | 0% | 6% | -16% | x | 2%
24 | N#Cc1nc(COc2ccccc2Cl)oc1NCc1cccnc1 | 36% | -5%[57.5 µM] | 0% | 15 | 7% | 16% | 3% | i | -6%
29 | N#CC1=C(N)N2C(=C(C#N)C13CCCCC3)SC1CCCCC12O (configuration not stated) | 0% | i | 20% | 57 | u | -6% | -10% | i | 1%
36 | CCCN(C#N)c1nc(NCC)nc(NC(C)C)n1 | -9% | i | 12% | -12 | u | 8% | 0% | i | 11%
